# From PubChem
# Mito fusion yeast = qHTS Assay for Small Molecule Inhibitors of Mitochondrial Division or Activators of Mitochondrial Fusion. AID 485298, 2010. Potency, µM (highest dose often 46.1 µM), without a hit: top-dose growth rescue (activation), most hits filed as activators. 320,000 compounds, 0.23% hits. S. cerevisiae fusion-defective mutant growth rescue, CellTiterGlo 48 h;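 further: potency means the concentration at half of the fitted maximal effect; % of control where 0% means no effect; nearly all actives have a fitted effect of over 45% in size; temperature-sensitive fusion mutants such as fzo1-1 at 37 °C on non-fermentable ethanol glycerol medium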
#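 Compounds are tested for their ability to restore growth of mitochondrial fusion-defective yeast strains at non-permissive 37C in YPEG medium over 48 hours. Viability is quantified by luciferase luminescence.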
# GALK inh = qHTS Assay for Inhibitors of Human Galactokinase (GALK); P51570; Purified GALK, Kinase-Glo residual ATP luminescence; Potency, µM (series often up to 57.5 µM), without a hit: at the top dose activity change, negative = inhibition, most hits filed as inhibitors; 270,000 compounds, 0.007% hits; AID 1868, 2009; further: potency means the concentration at half of the fitted maximal effect; on the % scale 0 is the no-effect control and ±100 the full control effect
#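 5 nM enzyme, 35 uM ATP, 100 uM galactose, 20 mM HEPES pH8.0, 5 mM MgCl2; 1 h RT; residual ATP by Kinase-Glo Plus luminescence, qHTS format.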
# TSHR antag = Antagonists of the Thyroid Stimulating Hormone Receptor: HTS campaign | Thyrotropin receptor (Homo sapiens), P16473 | TSHR-expressing cells, TSH-stimulated cAMP HTRF, 2 h; stronger effect = lower value | activity change, negative = inhibition, % at 11.5 µM | 330,000 compounds, 0.2% hits | AID 504810, 2011;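 active means activity change below a set negative limit, meaning inhibition stronger than a set level, cut at about -70% in these data; inconclusive means activity change between two set negative limits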; further: on the % scale 0 is the no-effect control and ±100 the full control effect
#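 Antagonism was scored as loss of TSH-driven cAMP in TSHR cells, stimulated with 4nM TSH (EC80) for 2 hours at 37 deg C and detected by homogeneous HTRF competition immunoassay.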
# BCR signal inh = qHTS Assay to Find Inhibitors of Chronic Active B-Cell Receptor Signaling | ABC-DLBCL IkBa-CBG/CBR reporter, luminescence ratio, 4 h | Potency, µM (top dose mostly 46.1 µM), without a hit: top-dose ratio change, negative = lower green/red ratio, most hits filed as inhibitors | 340,000 compounds, 0.05% hits | AID 493014, 2011; active means well fitted inhibition curve with a large enough effect in the signal ratio, with a control signal flat, not every such curve was filed as active; inconclusive means small, poorly fitted or top-dose-only effect, or effect the other way, or a change in a side signal; the % refers to the signal ratio;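 further: potency means the concentration at half of the fitted maximal effect; plate controls were basal doxycycline-induced cells for no effect and cells given 10 µM MG132 for full effect; MG132 reads +100%, hits lower the ratio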
#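 Doxycycline induced both beetle luciferases in TMD8 lymphoma cells; IKK-driven degradation limits the IkappaBalpha-fused green signal, while red luminescence normalises for cell number and nonspecific effects. Compounds tested up to 46 uM, 4 hrs.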
# hERG WT inh = qHTS for Inhibitors of KCHN2 3.1: Wildtype qHTS; Voltage-gated inwardly rectifying potassium channel KCNH2 (Homo sapiens), Q12809; U2OS, BacMam KCNH2, thallium flux FluxOr; stronger effect = lower value; activity change, % at 1.84 µM; 340,000 compounds, 0.37% hits;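 active means maximum activity change below -70%; inconclusive means maximum activity change between -70% and -50%; inactive means maximum activity change above -50%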; further: on the % scale 0 is the no-effect control and ±100 the full control effect
#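 U2OS cells were transduced with wild-type KCNH2 virus (2.03 x 10^8 / mL) for 4 h at room temperature, then cultured overnight at 37 C. Thallium flux was read with FluxOr dye. Rate constants were normalized to DMSO controls.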
# Menin MLL FP TR = qHTS Assay for Inhibitors Targeting the Menin-MLL Interaction in MLL Related Leukemias: Competition With Texas Red Labeled MLL-derived Mutant Peptide; Menin + Texas Red MLL mutant peptide, fluorescence polarization; Potency, µM (highest dose often 61.6 µM), for inactives: at the top dose FP activity change, negative = inhibition, most hits filed as inhibitors; 270,000 compounds, 0.23% hits; AID 1768, 2009; active means well fitted inhibition curve with a large enough effect in the polarisation, with a control signal flat, not every such curve was filed as active; inconclusive means small, poorly fitted or top-dose-only effect, or effect the other way, or a change in a side signal; inactive means no such curve, though single readings can be large or run the other way; the % refers to the polarisation; further: potency means the concentration at half of the fitted maximal effect; % of control where 0% means no effect; many of its hits are not listed in these tables
# S-ASM inh = Inhibitors of Secretory Acid Sphingomyelinase (S-ASM): qHTS; AID 504937, 2011; Potency, µM (top dose mostly 57.5 µM), inactives show at the highest dose activity change, negative = inhibition, usual class: inhibitors; 340,000 compounds, 0.006% hits; placental ASM, HMU-PC fluorogenic substrate, 60 min; further: potency means the concentration at half of the fitted maximal effect
#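 Fluorogenic HMU-PC substrate (9 uM final) is turned over by placental ASM in 60 min at 37 C after a 10 min compound preincubation. Reaction ended by alkaline stop (pH 10), with fluorescence read at 386/447 nm.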
# Eya2 phos inh = qHTS Assay for Inhibitors of the Phosphatase Activity of Eya2; Protein phosphatase EYA2 (Homo sapiens), O00167; recombinant Eya2, OMFP fluorescence dephosphorylation (OMFP is methylfluorescein phosphate); Potency, µM (top dose mostly 76.9 µM), without a hit: at the highest dose activity, negative = inhibition, actives largely listed as inhibitors; 330,000 compounds, 0.006% hits; AID 488837, 2010; further: potency means the concentration at half of the fitted maximal effect; on the % scale 0 is the no-effect control and ±100 the full control effect
#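 Eya2 (0.2 uM) preincubated 10 min at ambient with compound, then OMFP substrate added at 50 uM; 10 min reaction in 50 mM HEPES pH 7.5, 50 mM NaCl, 5 uM MgCl2, 0.05% BSA, 1 mM DTT. Fluorescence read at Ex 485/Em 525 nm.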
# USP2a inh = qHTS Assay for Inhibitors of Ubiquitin-specific Protease USP2a Using CHOP2 as the Reporter. USP2 core, Ub-CHOP2 coupled fluorogenic reporter, 485/531. 330,000 compounds, 0.01% hits. Potency, µM (titrated, usually from 38.3 µM), without a hit: at the top dose activity change, negative = inhibition, hits mostly inhibitors. AID 463254, 2010. Ubiquitin carboxyl-terminal hydrolase 2 (Homo sapiens), O75604;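 further: potency means the concentration at half of the fitted maximal effect; plate controls were DMSO wells for no effect and full inhibition by NEM control for full effect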
#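 Cell-free coupled assay: 10nM USP2 core preincubated 30min RT with compound in Tris-HCl pH 8.0/CaCl2/CHAPS buffer, then 25nM Ub-CHOP2 and 25nM reporter substrate; fluorescence (Ex 485/Em 531) read after 60min RT, normalized to NEM inhibition, concentration-response curves fitted.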
# PKM2 activator = qHTS Assay for Activators of Human Muscle isoform 2 Pyruvate Kinase; Pyruvate kinase PKM (Homo sapiens), P14618; purified PKM2, Kinase-Glo ATP luminescence, activation; response scale: 0% is enzyme alone, no compound; Potency, µM (doses to about 57.5 µM), inactives show top-dose activation, hits mostly activators; 260,000 compounds, 0.34% hits; AID 1631, 2009; further: potency means the concentration at half of the fitted maximal effect; on the % scale 0 is the no-effect control and ±100 the full control effect; nearly all actives have a fitted effect of over 55% in size
# Target sequence (P14618 whole entry, looked up, canonical isoform): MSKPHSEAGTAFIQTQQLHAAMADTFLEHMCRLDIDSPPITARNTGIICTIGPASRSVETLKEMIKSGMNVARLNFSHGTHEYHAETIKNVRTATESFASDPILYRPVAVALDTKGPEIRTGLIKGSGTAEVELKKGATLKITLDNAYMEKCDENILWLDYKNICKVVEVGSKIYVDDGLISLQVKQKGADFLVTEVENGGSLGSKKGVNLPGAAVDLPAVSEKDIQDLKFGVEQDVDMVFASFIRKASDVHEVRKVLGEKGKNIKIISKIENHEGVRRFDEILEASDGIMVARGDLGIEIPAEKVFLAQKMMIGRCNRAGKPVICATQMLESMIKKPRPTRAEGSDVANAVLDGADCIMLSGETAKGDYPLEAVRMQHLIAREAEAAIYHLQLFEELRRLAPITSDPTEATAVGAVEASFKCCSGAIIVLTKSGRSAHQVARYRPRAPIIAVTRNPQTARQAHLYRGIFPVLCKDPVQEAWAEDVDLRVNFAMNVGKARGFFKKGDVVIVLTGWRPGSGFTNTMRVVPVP
#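 Purified hPK-M2 (>95% pure) converted ADP (0.1 mM final) to ATP with 0.5 mM PEP in 50 mM imidazole pH7.2, KCl, MgCl2, Tween 20, BSA; 1 h at room temperature. ATP detected by Kinase-Glo luminescence.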
# MBNL1 CUG block = qHTS Assay for Inhibitors of MBNL1-poly(CUG) RNA binding; Potency, µM (doses to about 57.5 µM), inactives show at the top dose activity change, negative = inhibition, most hits filed as inhibitors; 280,000 compounds, 0.036% hits; Muscleblind-like protein 1 (Homo sapiens), Q9NR56; TR-FRET MBNL1-His/biotin-(CUG)12 binding, 665/545 ratio; active means well fitted inhibition curve with a large enough effect in the signal ratio, with a control signal flat, not every such curve was filed as active; inconclusive means small, poorly fitted or top-dose-only effect, or effect the other way, or a change in a side signal; inactive means no such curve, though single readings can be large or run the other way; the % refers to the signal ratio; further: potency means the concentration at half of the fitted maximal effect; on the % scale 0 is the no-effect control and ±100 the full control effect
# Target sequence (Q9NR56 whole entry, looked up): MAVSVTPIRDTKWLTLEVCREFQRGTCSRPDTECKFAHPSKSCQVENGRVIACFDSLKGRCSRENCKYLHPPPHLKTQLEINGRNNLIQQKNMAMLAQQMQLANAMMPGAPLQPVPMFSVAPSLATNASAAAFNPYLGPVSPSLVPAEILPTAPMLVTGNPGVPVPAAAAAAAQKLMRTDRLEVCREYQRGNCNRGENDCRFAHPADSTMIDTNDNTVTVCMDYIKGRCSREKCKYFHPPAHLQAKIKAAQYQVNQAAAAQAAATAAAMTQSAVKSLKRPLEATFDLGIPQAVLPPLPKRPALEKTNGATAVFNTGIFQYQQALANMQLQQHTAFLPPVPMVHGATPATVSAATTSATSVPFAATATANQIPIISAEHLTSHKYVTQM
#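 TR-FRET readout: Ex 340 nm, 665/545 nm emission ratio, normalized to buffer-only (basal) and MBNL1-(CUG)12 controls. Complex of MBNL1-His with Biotin-(CUG)12, compounds 92 nM–58 uM, incubated 60 min at room temperature.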
# The depositor's hits bear a star; ? = inconclusive; . = not tested or not shown; [ ] = another dose, or the depositor's remark. Unless noted, the call rests on the fitted dose curve; in most records, active means well fitted curve in the direction sought with a large enough effect; inconclusive means small, poorly fitted or top-dose-only effect, or another doubt; inactive means no such curve, though single readings can be large; an effect the other way counts as inactive or inconclusive. These rows are one share of the data, so the mix of outcomes need not match the whole.
# Values run as follows: Mito fusion yeast, GALK inh, TSHR antag, BCR signal inh, hERG WT inh, Menin MLL FP TR, S-ASM inh, Eya2 phos inh, USP2a inh, PKM2 activator, MBNL1 CUG block
O=C(c1ccc(NS(=O)(=O)c2ccc(F)cc2)cc1)N1CCN(c2ccccc2O)CC1
 : -1%, -3%, 1, -10%, -5, ., -6%, -5%, 4%, -11%, 1%
COc1ccccc1C(=O)Nc1ccc2nc3n(c(=O)c2c1)CCCC3
 : 27%, 0%, -6, ?, -2, -10%, 1%, 0%, 1%, ., -3%
C#CCOc1ccccc1C(N)=O
 : 1%, 3%, 4, ?, 1, ., -2%, 7%, -1%, -8%, -10%
CC1(C)Cc2cccc(OCC(=O)OCc3nnc(-c4ccccc4)o3)c2O1
 : 2%, ., 8, -1%, -2, ., -2%, 5%, 2%, ., .
C/C(=N\NC(=O)COc1cc(C)cc(C)c1)c1ccc(N2CCOCC2)cc1
 : 2%, 1%, -15, ?, -10, -12%, 0%, 7%, 2%, 3%, 3%
NC(N)=N/N=C/c1ccccc1
 : -1%, 1%, -8, 0%, 17, 0%, -1%, -11%, 7%, 2%, 11%
Cc1ccc(C(=O)OCC(=O)Nc2ccccc2C(F)(F)F)cc1S(=O)(=O)N1CCOCC1
 : 15%, -3%, -3, -2%, 4, ?, 2%, 13%, 0%, 0%, 3%
Cn1c(=O)[nH]c(=O)c2c1nc(N1CCCCCC1)n2CCCSc1nnnn1-c1ccccc1
 : 16%, -1%, -5, -1%, ., -3%, ., -6%, -6%, -2%, .
CC(=O)Nc1sc2c(c1C(c1cccs1)N1CCOCC1)CCCC2 (configuration not stated)
 : -3%, -2%, -3, -6%, -12, 4%, -1%, -3%, 2%, -5%, 10%
COc1cc(/C=N\NC(=O)CC(=O)NCCc2ccccc2)ccc1O
 : 2%, 4%, -2, -3%, -12, 3%, 86%[activator], 1%, 2%, -4%, 2%
CCOc1cc(N2CCOCC2)c(OCC)cc1NC(=O)COc1ncnc2ccccc12
 : 2%, 0%, 7, -20%, -2, -9%, 0%, 10%, 3%, -3%, 5%
CC(C)(C)NC(=O)CSc1nnc(-c2ccccn2)n1Cc1ccccc1
 : 3%, 1%, 10, 2%, 4, ., 5%, -21%, 19%, -2%, 1%
CCOC(=O)C1C(=O)N(C(=O)c2ccc(OC)cc2)CC1c1ccccc1 (configuration not stated)
 : -2%, -3%, 0, ?, -13, 8%, 0%, 7%, -2%, -4%, -4%
Cc1ccc(NC(=O)CCNC(=O)c2ccc(Cl)cc2)nc1
 : -4%, 4%, 5, ?, -4, -29%, 3%, -5%, 2%, 4%, 0%
O=C(O)CCCCCCCCc1cn(CC2CCCCC2)nn1
 : -4%, ., -5, ?, 12, 0%, -4%, 1%, 0%, -2%, -3%
CC1CCCN(C2=NC(=O)/C(=C/c3cn(-c4ccccc4)nc3-c3cccc(S(=O)(=O)N(C)C)c3)S2)C1 (configuration not stated)
 : 1%, -3%, -5, 0%, 0, 9%, 21%, 0%, 2%, -3%, -6%
CN(C)S(=O)(=O)c1cccc(C(=O)Nc2ccccc2Cl)c1
 : -2%, 0%, -9, 0%, 20, 2%, 1%, -6%, -2%, -1%, 0%
COc1ccccc1CNC(=O)CCNS(=O)(=O)c1ccc2c(c1)CC(C)N2C(C)=O (configuration not stated)
 : -13%, 0%, -10, -1%, -9, -12%, 2%, -1%, 1%, 0%[0.46 µM], -1%
Cc1ccc(OCC(=O)Nc2ccc3oc(=O)ccc3c2)cc1C
 : -2%, -2%, -21, 1%, 11, -18%, -1%, 8%, -1%, -2%, 19%
Nc1c(C(=O)Nc2ccc(Cl)cc2)oc2ccccc12
 : 8%, 1%, -8, ?, 1, 10%[11.7 µM], -1%, -8%, ?, 0%, -20%
CN(C)CCC1c2ccc(Cl)cc2CCc2cccnc21 (configuration not stated) (tested in a mixture with another compound)
 : -35%[inhibitor], 9%, 14, -13%, 13, ?, 4%, -25%, 3%, -2%, -5%
c1csc(-c2ncc3ccccn23)c1
 : -1%, 1%, -12, -1%, -8, -9%, 49%[activator], 4%, 2%, -1%, ?
O=C(CN1CCCN(S(=O)(=O)c2ccc(F)cc2)CC1)Nc1cccc(F)c1
 : 12%, -2%, -3, -1%, 3, 10%, -3%[11.5 µM], -8%, 3%, 14%, 2%
C=CCn1c(-c2csc(-c3ccc(OC)c(OC)c3)n2)n[nH]c1=S
 : -4%, -1%, -19, ?, 1, -3%, 8%, 10%, 0%, -8%, 86%[activator]
CC(=O)Nc1ccc(NC(=O)c2ccc(-c3ccc([N+](=O)[O-])cc3)o2)cc1
 : 1%, 3%, -10, 7%, 4, ?, -4%, 22%, 3%, 3%, ?
COc1ccc(C)cc1NC(=O)CCS(=O)(=O)c1ccc2c(c1)CCN2C(C)=O
 : -3%, 5%, 9, 1%, 0, 5%, 0%, -7%, 2%, 6%, 0%
CN(C)C(=S)Nn1c(-c2ccccc2)nc2ccccc2c1=O
 : -5%, -2%, -1, -4%, 2, -4%, 5%, -2%, 1%, -2%, 2%
O=C(CSCc1nc2ccccc2[nH]1)N1CCN(c2ccc(F)cc2)CC1
 : -9%, -2%, -32, ?, 7, -20%, 13%, 6%, -5%, 21%, -5%
O=C(CSc1n[nH]c(-c2ccccc2)n1)Nc1ccc(N2CCOCC2)cc1
 : 3%, 3%, 8, -3%, 0, 13%, 3%, -11%, 3%, 0%, -6%
COc1ccc(-c2csc(Nc3ccccc3)n2)cc1
 : -3%, -1%, -15, ?, -1, ?, -10%, -10%, 2%, 4%, 3%
COc1cc(C(=O)NCC(=O)N/N=C/c2cccnc2)cc(OC)c1OC
 : 3%, 7%, -7, 9%, 1, -1%, 0%[11.5 µM], 2%, 0%, -4%, 16%
Cc1ccc(CNC(=O)c2ccccc2NS(C)(=O)=O)cc1
 : 5%, 3%, -3, 2%, -5, 10%, -2%, -26%, 4%, 3%, 4%
C=CCOc1ccc(C(c2c(C(=O)O)[nH]c3ccccc23)c2c(C(=O)O)[nH]c3ccccc23)cc1
 : 10%, -9%, -14, 4%, -12, ?, ?, -5%, -29%, ., -11%

# 2 entries from above, with each value named:
COc1ccc(C)cc1NC(=O)CCS(=O)(=O)c1ccc2c(c1)CCN2C(C)=O
- Mito fusion yeast = -3%
- GALK inh = 5%
- TSHR antag = 9
- BCR signal inh = 1%
- hERG WT inh = 0
- Menin MLL FP TR = 5%
- S-ASM inh = 0%
- Eya2 phos inh = -7%
- USP2a inh = 2%
- PKM2 activator = 6%
- MBNL1 CUG block = 0%

CC(=O)Nc1ccc(NC(=O)c2ccc(-c3ccc([N+](=O)[O-])cc3)o2)cc1
- Mito fusion yeast = 1%
- GALK inh = 3%
- TSHR antag = -10
- BCR signal inh = 7%
- hERG WT inh = 4
- Menin MLL FP TR = ?
- S-ASM inh = -4%
- Eya2 phos inh = 22%
- USP2a inh = 3%
- PKM2 activator = 3%
- MBNL1 CUG block = ?
